Screens as filed in PubChem BioAssay.
MCL1-BIM inh = MCL1-BIM-BH3 interaction inhibition (human); inhibition, % at 10.9 µM; GST-MCL1 / FITC-Bim-BH3 fluorescence polarization; Q07820; actives 0.68% (n = 320,000);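 active means inhibition above the mean inhibition of all tested compounds plus 3 SD, set per campaign, cut at about 40% in these data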;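 further: 0% = DMSO wells and 100% = unlabeled Bim-BH3 peptide control; higher means more loss of mP so more displacement of Bim peptide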
Target sequence (Q07820 whole entry, looked up): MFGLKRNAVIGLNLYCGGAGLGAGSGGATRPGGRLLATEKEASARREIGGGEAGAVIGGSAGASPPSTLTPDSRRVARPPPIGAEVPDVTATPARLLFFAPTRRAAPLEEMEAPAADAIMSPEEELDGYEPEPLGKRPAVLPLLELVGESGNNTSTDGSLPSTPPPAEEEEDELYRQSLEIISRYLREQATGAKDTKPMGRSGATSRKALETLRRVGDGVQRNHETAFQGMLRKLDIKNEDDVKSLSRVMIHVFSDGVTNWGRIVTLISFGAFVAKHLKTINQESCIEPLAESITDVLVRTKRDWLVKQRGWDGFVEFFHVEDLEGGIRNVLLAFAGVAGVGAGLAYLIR
ZTA DNA inh = counter-screen for EBNA-1 inhibitors: inhibitors of Epstein-Barr virus ZTA | P03206 | ZTA-DNA binding, fluorescence polarization | inhibition, % at 11 µM | actives 0.15% (n = 320,000) | AID 2234; in the data active means inhibition above about 33%
MEX-5 binding = C. elegans MEX-5 TCR-2 RNA binding activity. Q9XUB2. activity score (negative = inhibition of binding), % at 10 µM. MEX-5/FITC-TCR2 RNA binding, fluorescence polarization; stronger effect = lower value. AID 1832. actives 0.38% (n = 300,000);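 active means inhibition past about -25% in most replicates, and total fluorescence under double the plate's negative control median, limit read from the data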;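 further: 0% = DMSO and -100% = 5 µM competing unlabeled TCR2 RNA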
Efflux pump inh = inhibitors of Candida antifungal efflux pumps expressed in yeast | S. cerevisiae Candida pump triplex, Nile Red efflux | inhibition, % at 10 µM | actives 0.44% (n = 330,000) | AID 485275;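 active means plate passing quality check with inhibition over a set limit, or well fluorescence over plate mean plus 4 SD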;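 further: Nile Red retained in pooled yeast measured as flow cytometry median fluorescence; 0% = buffer negative control and 100% = Enniatin B positive control; higher means more Nile Red kept so more efflux inhibition; some compounds called inactive have numbers as strong as hits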
Bcl-xL primary = blocks human Bcl-xL binding to Bim BH3 peptide. Q07817. GST-Bcl-xL / FITC-Bim BH3 peptide fluorescence polarization. inhibition, % at 10.9 µM. actives 0.7% (n = 320,000);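 active means inhibition above the mean of all tested compounds plus 3 SD, cutoff set per campaign, cut at about 30% in these data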;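 further: 0% = DMSO wells and 100% = unlabeled Bim-BH3 peptide competitor; inhibitors lower millipolarization by displacing the labeled peptide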
Target sequence (Q07817 whole entry, looked up): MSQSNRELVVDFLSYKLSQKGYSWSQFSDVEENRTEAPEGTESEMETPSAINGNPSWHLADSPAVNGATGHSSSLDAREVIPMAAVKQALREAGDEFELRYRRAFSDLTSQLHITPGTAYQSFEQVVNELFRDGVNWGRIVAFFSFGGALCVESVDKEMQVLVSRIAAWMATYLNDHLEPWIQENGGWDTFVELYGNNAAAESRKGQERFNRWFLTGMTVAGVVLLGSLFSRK
Fam108B inh = Fam108B inhibition, counter-screen for RBBP9 inhibitors; AID 1947; recombinant Fam108B, FP-Rh probe fluorescence polarization; actives 0.33% (n = 300,000); inhibition, % at 9.51 µM;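 active means inhibition above the screen mean inhibition plus 3 SD, computed separately per campaign, cut at about 18% in these data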;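 further: inhibitors lower polarization as less probe binds the enzyme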
CR mimetic SO = yeast age-related superoxide inhibition as caloric restriction mimetic. actives 0.18% (n = 330,000). S. cerevisiae aged cells, superoxide DHE fluorescence; stronger effect = lower value. AID 2690. superoxide response (% of plate mean), % at 10 µM;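 active means superoxide response under a set limit, about three screen SD below normal, cut at about 65% in these data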;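 further: yeast aged for seven days with compound at 30 °C before DHE staining; 100% = average MFI of all compound-treated wells on the plate with controls excluded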
EBNA-1 inh = blocks EBNA-1 binding to DNA. inhibition, % at 14.8 µM. actives 0.34% (n = 300,000). AID 1950. EBNA-1 DNA binding, fluorescence polarization; in the data active means inhibition above about 28%
GLD-1 RNA inh = GLD-1-TGE RNA interaction inhibition (C. elegans); Q17339; purified GLD-1 + fluorescein TGE RNA, fluorescence polarization; inhibition, % at 5.96 µM; actives 0.44% (n = 320,000); AID 2280;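 active means percent inhibition above a per-plate cutoff, the plate mean of test compounds plus 3 SD, cut at about 30% in these data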;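 further: 0% = DMSO wells with GLD-1 and probe and 100% = wells lacking GLD-1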
Target sequence (Q17339 whole entry, looked up): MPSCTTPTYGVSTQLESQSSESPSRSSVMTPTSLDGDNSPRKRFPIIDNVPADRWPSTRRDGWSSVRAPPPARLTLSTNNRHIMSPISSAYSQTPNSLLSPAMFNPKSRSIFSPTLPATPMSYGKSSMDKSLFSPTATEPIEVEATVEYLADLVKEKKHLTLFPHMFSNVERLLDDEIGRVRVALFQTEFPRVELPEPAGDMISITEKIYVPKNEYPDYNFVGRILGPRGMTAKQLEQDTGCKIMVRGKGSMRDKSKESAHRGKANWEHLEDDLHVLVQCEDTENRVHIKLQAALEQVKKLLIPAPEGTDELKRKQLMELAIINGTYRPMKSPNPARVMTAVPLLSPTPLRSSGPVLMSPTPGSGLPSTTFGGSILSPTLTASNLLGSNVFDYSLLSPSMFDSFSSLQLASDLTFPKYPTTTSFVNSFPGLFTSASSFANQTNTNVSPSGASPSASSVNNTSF
Numbers without * were called inactive; . = not tested or not shown. Hits appear at their usual frequency; about 2.3% have a hit in one of these screens.

#	structure	MCL1-BIM inh	ZTA DNA inh	MEX-5 binding	Efflux pump inh	Bcl-xL primary
1	Cc1nn(Cc2ccc(Cl)cc2)c(Cl)c1/C=N/NC(=O)c1cccnc1	16	-3	-0.1	-0.2	6
2	CCC(=O)NC(c1cccc([N+](=O)[O-])c1)c1c(OC(C)=O)ccc2ccccc12 (configuration not stated)	2	4	1.2	-0.2	4
3	O=C(Nc1ccc(Cl)c(-c2nc3ccccc3[nH]2)c1)c1ccc2c(c1)OCO2	7	6	0.2	0.0	6
4	c1ccc2c(c1)ccc1nnc(SCc3ccc4c(c3)OCCO4)n12	-2	4	-0.9	-0.1	4
5	COc1ccc(CCNC(=O)CNS(=O)(=O)c2ccc(F)c(Cl)c2)cc1OC	-7	19	3.7	0.0	-6
6	COC(=O)CN(n1cnnc1)S(=O)(=O)c1ccccc1	-16	-1	1.1	0.1	-9
7	O=C(O)c1ccc2c(c1)N(Cc1ccc(F)cc1)C(=O)c1ccccc1S2	5	8	2.5	-0.1	11
8	Cc1c(-c2ccccc2)sc(N)c1C(=O)N1CCOCC1	13	-8	1.0	0.1	8
9	CCOC(=O)N1CCN(C(=O)CN2C(=O)NC(c3ccccc3)(c3ccccc3)C2=O)CC1	-11	2	0.3	0.0	-6
10	Cc1ccc2oc(C(=O)Nc3ccc(S(=O)(=O)Nc4onc(C)c4C)cc3)c(C)c2c1	10	-1	0.6	-0.1	2
11	O=C(CC1C(=O)NCCN1Cc1ccccc1F)NC1CCCCCC1 (configuration not stated)	26	7	6.6	0.0	29
12	CCOC(=O)CSc1n[nH]c(NS(=O)(=O)c2ccccc2C(F)(F)F)n1	-2	1	-1.0	-0.1	-1

#	Fam108B inh	CR mimetic SO	EBNA-1 inh	GLD-1 RNA inh
1	-2	98	-5	-3
2	1	98	-4	-2
3	-35	87	14	-1
4	3	100	5	-1
5	-6	100	-20	-9
6	7	74	3	1
7	-2	100	-8	1
8	0	103	-3	0
9	-7	88	-5	3
10	0	92	4	-4
11	-2	89	17	19
12	2	101	0	-2

Further records
#	structure	MCL1-BIM inh	ZTA DNA inh	MEX-5 binding	Efflux pump inh	Bcl-xL primary
13	Fc1ccc(-c2ccc(Nc3cccc(F)c3)nn2)cc1	6	10	-1.2	0.0	3
14	Cn1nc(-c2ccc(OCC(N)=O)cc2)c2ccccc2c1=O	-2	4	-0.5	0.1	2
15	COCCN(CCNC(=O)c1ccc(NC2=NC3CS(=O)(=O)CC3S2)cc1)Cc1ccco1 (configuration not stated)	5	-10	0.1	-0.1	-2
16	CCN(CC)S(=O)(=O)c1ccc2oc(C(=O)NC3CC3)c(C)c2c1	-3	-13	-1.8	0.3	-2
17	N#C/C(=C\c1ccc(F)cc1)c1nc(-c2ccco2)cs1	-17	-8	-2.2	0.4	-7
18	CCn1ncc(/C=N/NS(=O)(=O)c2ccc(Cl)cc2)c1C	1	-9	2.8	0.1	2
19	COc1cccc(OCc2nc3ccccc3c(=O)n2N)c1	5	12	.	-0.2	3
20	CCOC(=O)N1CCC(NC(=O)c2ccc(CO)c(C(=O)NC3CCN(C(=O)OCC)CC3)c2)CC1	4	-3	0.0	-0.1	1
21	O=C(COC(=O)c1ccc(Br)o1)NC1CCCCC1	-4	16	1.3	0.1	-5
22	O=C(NNC(=O)C1CC=CCC1)c1ccccc1O (configuration not stated)	19	13	-0.4	-0.1	4
23	CCSC(=Nc1ccccc1)Nc1ccccc1	-13	3	-0.2	0.0	-7
24	COc1ccc(CCC(C)NCc2ccccc2OC)cc1 (configuration not stated)	2	14	1.7	-0.1	3

#	Fam108B inh	CR mimetic SO	EBNA-1 inh	GLD-1 RNA inh
13	5	108	-4	-3
14	0	100	-6	-2
15	-1	101	-3	2
16	2	115	-14	-5
17	-5	104	-12	5
18	8	99	-3	5
19	-2	98	7	-2
20	-1	89	7	-1
21	0	94	7	-3
22	1	83	9	1
23	-1	98	-6	1
24	3	102	7	2

Other records
#	structure	MCL1-BIM inh	ZTA DNA inh	MEX-5 binding	Efflux pump inh	Bcl-xL primary
25	Cc1cc(C(=O)N2CCCC(CNS(=O)(=O)c3cccs3)C2)nn1C (configuration not stated)	6	13	0.4	0.0	-1
26	COc1ccc(OC)c2c1cc(C(=O)N[C@H](C(=O)N1CCC[C@H]1C(=O)O)C(C)C)n2C	4	-5	-0.1	0.0	3
27	COc1ccccc1OCC(=O)N1CCC2(CC1)CC(=O)c1ccccc1O2	-3	4	-0.3	0.0	4
28	CC(C)c1ccc(NC2CCCN(C(=O)CCn3cnnn3)C2)cc1 (configuration not stated)	4	4	2.4	0.3	1
29	Cc1nn(-c2ccc(F)cc2)c(Cl)c1/C=C/C(=O)OCC(=O)Nc1ccc(F)cc1F	-6	-11	-3.1	0.0	-1
30	Cc1ccc(NC(=O)COc2cccnc2[N+](=O)[O-])cc1S(=O)(=O)N1CCCCC1	0	-3	-0.7	-0.3	0
31	O=C(CN1C(=O)S/C(=C\c2ccc(F)cc2)C1=O)NC1C=CS(=O)(=O)C1 (configuration not stated)	8	-2	1.4	0.1	6
32	Cc1ccc(NC(=O)C2CCCN(S(=O)(=O)c3cccc4cccnc34)C2)cc1 (configuration not stated)	-6	-19	-0.2	0.0	-5
33	CCOc1cc(CNn2cnnc2)cc(Cl)c1OCC(=O)NC(C)(C)C	8	15	1.5	-0.1	10
34	Cc1ccccc1C(=O)c1ccc2c(c1)n(C)c(=O)n2C	11	-15	-2.5	-0.1	3
35	COc1cccc(C(=O)Nc2ccc(NC(C)=O)cc2)c1	-2	-5	0.6	0.2	-4
36	CC(=O)Cc1nsc(NC(=O)c2c(-c3ccccc3Cl)noc2C)n1	3	8	-0.9	0.1	-4

#	Fam108B inh	CR mimetic SO	EBNA-1 inh	GLD-1 RNA inh
25	4	104	4	1
26	1	118	4	-1
27	1	96	4	5
28	-6	107	-9	1
29	0	98	18	-1
30	1	103	-1	2
31	3	92	-1	10
32	0	106	-5	3
33	7	104	11	10
34	5	90	-8	2
35	1	105	-14	-7
36	2	88	-9	4

Next section
#	structure	MCL1-BIM inh	ZTA DNA inh	MEX-5 binding	Efflux pump inh	Bcl-xL primary
37	Cc1cc(S(=O)(=O)NC2CC(C)(C)NC(C)(C)C2)c(Cl)cc1Cl	6	-13	-2.5	-0.2	2
38	CS(=O)(=O)ON=C1CCN(S(=O)(=O)c2ccccc2)CC1	0	0	-0.5	0.3	3
39	COc1ccc(/C=C/C(=O)NCCCc2ccccc2)cc1OC	17	-20	-0.1	0.0	3
40	CC1CCCCN1C(=S)Nc1ccc2nc3n(c(=O)c2c1)CCCCC3 (configuration not stated)	6	-9	-0.1	0.1	0
41	CN1C(CC(=O)c2ccccc2)CCCC1CC(O)c1ccccc1 (configuration not stated)	2	-4	0.2	0.0	5
42	COc1ccc(C(C)=O)c(OC(=O)c2ccco2)c1	3	7	-2.2	0.1	3
43	CN1CCN(c2ccc(CNS(=O)(=O)Cc3cccc(C(F)(F)F)c3)cc2)CC1	-4	6	1.3	-0.1	2
44	C/C(=N\NC(=O)CNc1cccc(Cl)c1C)c1cccs1	6	-25	2.0	-0.1	0
45	CNC(=O)CN1C(=O)COc2ccc(S(=O)(=O)N3CCCCCC3)cc21	-3	-3	1.1	0.1	-4
46	COc1ccc([N+](=O)[O-])cc1NC(=S)NC(C)=O	0	-3	-1.1	-0.1	3
47	Cc1ccc(/C=N/n2c(-c3cccnc3)n[nH]c2=S)o1	-24	-13	-0.2	0.0	-28
48	Cc1c(Cl)cccc1NS(=O)(=O)c1cn(C)c(=O)n(C)c1=O	1	7	1.7	0.0	1

#	Fam108B inh	CR mimetic SO	EBNA-1 inh	GLD-1 RNA inh
37	6	104	-3	-35
38	0	100	-2	10
39	2	95	-1	4
40	-4	99	-4	5
41	-3	93	12	-5
42	0	93	3	2
43	1	100	5	2
44	-6	111	3	0
45	0	91	-11	6
46	2	107	7	-5
47	-1	109	1	0
48	3	87	6	-1

Compounds shown so far with a thiophene ring, fused or not, in the order listed:
#	structure	MCL1-BIM inh	ZTA DNA inh	MEX-5 binding	Efflux pump inh	Bcl-xL primary
8	Cc1c(-c2ccccc2)sc(N)c1C(=O)N1CCOCC1	13	-8	1.0	0.1	8
25	Cc1cc(C(=O)N2CCCC(CNS(=O)(=O)c3cccs3)C2)nn1C (configuration not stated)	6	13	0.4	0.0	-1
44	C/C(=N\NC(=O)CNc1cccc(Cl)c1C)c1cccs1	6	-25	2.0	-0.1	0

#	Fam108B inh	CR mimetic SO	EBNA-1 inh	GLD-1 RNA inh
8	0	103	-3	0
25	4	104	4	1
44	-6	111	3	0

Going on with the list.
#	structure	MCL1-BIM inh	ZTA DNA inh	MEX-5 binding	Efflux pump inh	Bcl-xL primary
49	COc1ccc(CCNC(=O)COc2ccc3c(C)cc(=O)oc3c2)cc1OC	1	-2	-0.2	0.0	3
50	COc1cccc(C(c2nnnn2Cc2ccccc2)N2CCN(C(=O)c3ccco3)CC2)c1OC (configuration not stated)	1	6	-2.0	0.0	5
51	C=CCn1c2ccccc2c2nnc(SCCN3CCCCC3)nc21	14	6	-3.0	0.0	8
52	Cc1ccnc(NC(=O)CN(C)S(=O)(=O)c2cccc3nsnc23)c1	5	12	-2.8	0.1	3
53	O=C(NCC(c1cccs1)N1CCOCC1)c1cc(-c2ccccn2)nc2ccccc12 (configuration not stated)	2	1	0.9	-0.1	-4
54	COc1ccc(NC(=O)C2C(c3ccccc3)C2(Cl)Cl)cc1 (configuration not stated)	-1	-2	-0.5	0.0	-1
55	COc1cc(/C=N/NC(=O)c2cc3c(ccc4ccccc43)o2)cc(OC)c1O	13	22	-0.2	0.3	-3
56	Cc1nc(CCN2C(=O)c3ccccc3C2=O)n[nH]1	-2	-18	1.4	-0.1	5
57	CCOC(=O)C1=C(C)NC(=O)NC1c1ccc(Br)o1 (configuration not stated)	2	0	-4.5	-0.5	6
58	COc1ccc(-c2cnn(-c3ccccc3)c2N)cc1OC	2	-4	-1.0	0.0	4
59	Cc1cc(OCC(=O)NCC(c2ccc(F)cc2)N2CCOCC2)ccc1Cl (configuration not stated)	5	-8	.	0.0	5
60	Cc1cc(NC(=O)CSc2ncnc3sc(C)c(C)c23)no1	-2	7	-4.6	0.1	3

#	Fam108B inh	CR mimetic SO	EBNA-1 inh	GLD-1 RNA inh
49	1	89	-4	4
50	3	93	3	6
51	-2	96	5	-4
52	10	95	-2	0
53	-2	94	7	2
54	1	80	2	1
55	27*	85	-9	-15
56	5	101	-3	4
57	2	95	8	0
58	2	82	0	6
59	.	105	.	3
60	1	113	2	-8

Going on with the list:
#	structure	MCL1-BIM inh	ZTA DNA inh	MEX-5 binding	Efflux pump inh	Bcl-xL primary
61	O=C(NCCC1=CCCCC1)C1CCC(CNc2nc(=S)[nH]c3ccccc23)CC1 (configuration not stated)	2	8	0.4	1.1*	3
62	COc1ccc(CCNC(=O)COC(=O)c2ccc(C)s2)cc1OC	2	-2	.	-0.1	-2
63	CCCCCn1c(=S)[nH]c2cc(C(=O)N3CCN(C(=O)OCC)CC3)ccc2c1=O	6	-8	1.9	-0.3	0
64	Cc1nn(-c2ccccc2)c2nc(-c3cccs3)cc(C(=O)NN)c12	9	5	-0.5	-0.2	2

#	Fam108B inh	CR mimetic SO	EBNA-1 inh	GLD-1 RNA inh
61	-13	101	32*	-2
62	.	82	.	2
63	-2	100	0	0
64	-16	85	6	6
